# RNase H inhibition – RNase H inhibition, HIV 1 Gag Pol polyprotein, FRET biochemical assay, screening (AID 372) | HIV-1 RT RNase H, FRET RNA/DNA substrate fluorescence; higher % means a stronger effect | one-dose inhibition, % at 10 µM; IC50 in µM for titrated hits | hit rate 0.77% among 100,000; in the data active means inhibition above about 50%
# Active calls of the source: *. Some of the compounds tested; count on the stated rates, not on these rows.
SMILES,RNase H inhibition
COc1ccccc1N1CCN(C2CC(=O)N(c3ccc(Cl)c(Cl)c3)C2=O)CC1 (stereo not given),5.0%
O=C(Nc1ccc(Cl)c(Cl)c1)Nc1nnc(Cc2ccc(F)cc2)s1,27.0%
NNc1nccc(Nc2ccccc2C(=O)O)n1,6.0%
Cc1ccc(C(=O)/C=C/c2c[nH]c3ccccc23)cc1,15.0%
COc1ccc(N2C(=O)/C(=C\C=C\c3ccco3)C(=O)NC2=S)cc1,9.0%
CCC(=O)N1c2ccccc2-c2nnc(SC)nc2OC1c1ccc2c(c1)OCO2 (stereo not given),2.0%
O=C(Nc1ccccc1C(=O)N1CCOCC1)c1ccccc1Cl,2.0%
Clc1cccc(N2CCN(C3CCCCCC3)CC2)c1,11.0%
CC(=Nc1cc(C)ccc1O)c1c(-c2ccccc2)[nH]n(-c2nc3ccccc3s2)c1=O,14.0%
Cc1cccc(C(=O)N2N=C(c3ccc(Cl)cc3)CC2(O)C(F)(F)F)c1 (stereo not given),16.0%
Cc1cccc(OCCn2cc(C=C3C(=O)NC(=S)NC3=O)c3ccccc32)c1,7.0%
C/C(=N\Nc1nc(-c2ccc(C)cc2)nc2ccccc12)c1ccc(Cl)c(Cl)c1,11.0%
Cc1ccc(C(=O)c2cccc(N3C(=O)c4ccccc4C3=O)c2)cc1C,12.0%
Cc1cccc(OCC(=O)N/N=C/c2cc([N+](=O)[O-])cc(Br)c2O)c1,8.0%
CCSc1nnc(NC(=O)c2ccc(Br)o2)s1,0.0%
CC1=C(C(=O)Nc2ccc(Cl)cc2)C(c2ccc(N(C)C)cc2)NC(=O)N1 (stereo not given),11.0%
COc1ccc(OCCOc2ccc(Br)cc2/C=C2\SC(N)=NC2=O)cc1,24.0%
Cc1c(C(=O)OC(C)C)sc(NC(=O)C(F)(F)F)c1C(=O)OC(C)C,3.0%
Cc1ccccc1OCC(=O)Nc1ccc(I)cc1Cl,6.0%
CC1=C(C(=O)Nc2cccc(Cl)c2)C(c2ccc(N(C)C)cc2)NC(=S)N1 (stereo not given),16.0%
CCc1ccccc1NC(=O)C1CC1(c1ccccc1)c1ccccc1 (stereo not given),1.0%
O=C(CC1S/C(=N\N=C\c2ccco2)NC1=O)Nc1cccc(Cl)c1Cl (stereo not given),0.0%
CCOc1ccc(C(=O)Nc2ccc(Cl)cn2)cc1[N+](=O)[O-],12.0%
O=C(Nc1cccc(Cl)c1)/C(=C/c1cccnc1)NC(=O)c1cccc(Br)c1,4.0%
O=C(Nc1ccc(NC(=O)c2cccc([N+](=O)[O-])c2)cc1)c1cccc(Br)c1,5.0%
NC(=O)c1c(NC(=O)C2c3ccccc3Oc3ccccc32)sc2c1CCCCCC2,13.0%
CCOC(=O)c1ccc(NC(=NC)SC2CC(=O)N(c3ccccc3F)C2=O)cc1 (stereo not given),12.0%
CCCCNCCCCCCOc1ccc(C)cc1C,8.0%
Cc1ccc(OCC(=O)N2CCN(c3ccc([N+](=O)[O-])cc3)CC2)cc1C,20.0%
COc1ccc(-n2c(=O)c3c(n4c(=S)[nH]nc24)-c2ccccc2CC32CCCCC2)cc1,18.0%
CCN(CC)c1ccc(C2Nc3ccc(Br)cc3-c3nnc(SC)nc3O2)cc1 (stereo not given),11.0%
COc1cccc(/C=N/NC(=O)c2cc(C)oc2C)c1O,10.0%
N#CCSc1nc(-c2ccccc2)c(-c2ccccc2)o1,39.0%
Cc1ccc(S(=O)(=O)N=Nc2c(O)[nH]c3ccccc23)cc1C,16.0%
Cc1cc(C)c(C)c(OCCCCCCN2CCCC2)c1,5.0%
Cc1cc([N+](=O)[O-])ccc1NC(=O)COc1c(C)cc(Cl)cc1Cl,14.0%
Cc1cc2c(cc1C)N(C(=O)CSc1nc3ccccc3o1)C(C)(C)c1ssc(=S)c1-2,11.0%
CN1C(=O)C(O)(CC(=O)c2ccc(F)cc2)c2ccccc21 (stereo not given),0.0%
O=C(NCCCN1CCOCC1)C(=O)Nc1ccc(F)cc1,0.0%
CCn1c2ccccc2c2cc(CN3CCN(c4cccc(Cl)c4)CC3)ccc21,3.0%
CCOc1ccc(N(CC(=O)Nc2cccc3ccccc23)S(C)(=O)=O)cc1,14.0%
OC(CCOc1cccc2ccccc12)CN1CCN(CC(O)COc2cccc3ccccc23)CC1 (stereo not given),10.0%
CCC(=O)Nc1ccc(N2CCOCC2)c(Cl)c1,2.0%
Cc1ccc2nc(-c3ccc(Cl)c(NC(=O)c4ccc(Cl)c([N+](=O)[O-])c4)c3)oc2c1,3.0%
CCCCc1ccc(-c2csc(/C(C#N)=C/c3ccc(O)c(OC)c3)n2)cc1,27.0%
COc1cccc(OCCCOc2ccc(Br)cc2)c1,9.0%
Cc1cc(Cl)ccc1OCC(=O)NCc1ccccn1,14.0%
COc1ccc(C(=O)Nc2ccc(OC)c(OC)c2)cc1,0.0%
Cc1ccc(-n2nc(-c3ccccc3)c3c2C(=O)C=CC3=O)cc1,0.0%
COCCN1C(=O)/C(=C/c2ccc(O)c(OC)c2)SC1=S,20.0%
CC1=C(C(=O)Nc2cccc(Cl)c2)C(c2ccc(F)cc2)NC(=S)N1 (stereo not given),7.0%
Cc1ccccc1Cn1c(C)c(C=C2C(=O)NC(=S)NC2=O)c2ccccc21,23.0%
CC(=O)Nc1ccccc1NS(=O)(=O)c1ccccc1[N+](=O)[O-],7.0%
CCN(CC)c1ccc(N/C(N)=N/c2nc(C(F)(F)F)cc(=O)[nH]2)cc1,7.0%
COc1cc(/C=C2/C(=O)N(c3ccc(C)cc3)N=C2C)cc(OC)c1O,23.0%
O=C(Nc1ccc(Oc2ccccc2)cc1)Nc1cc(F)c(F)cc1Cl,1.0%
COc1cc(/C=N/N2CCN(Cc3cccc4ccccc34)CC2)ccc1OCc1ccccc1,0.0%
Sc1oc(-c2ccccc2)cc1C=Nc1ccccc1,17.0%
CCc1ccc(-c2csc(/C(C#N)=C/c3ccc(C)o3)n2)cc1,9.0%
O=C(CSc1ccccc1)N1CCOCC1,2.0%

# Three compounds drawn at random from those above, as already listed:
SMILES,RNase H inhibition
CC(=Nc1cc(C)ccc1O)c1c(-c2ccccc2)[nH]n(-c2nc3ccccc3s2)c1=O,14.0%
COc1cc(/C=C2/C(=O)N(c3ccc(C)cc3)N=C2C)cc(OC)c1O,23.0%
Cc1cccc(OCCn2cc(C=C3C(=O)NC(=S)NC3=O)c3ccccc32)c1,7.0%

# The results go on.
SMILES,RNase H inhibition
Cc1ccc(-c2cc(-c3cccc([N+](=O)[O-])c3)cc(-c3ccccc3)n2)o1,9.0%
C/C(=N\NC(=O)C1COc2ccccc2O1)c1ccccc1 (stereo not given),0.0%
CCOc1cc(C=C2C(=O)NC(=S)NC2=O)ccc1OCCOc1ccccc1C,17.0%
CC1CCN(C(=O)c2cc3nc(-c4ccccc4)cc(C(F)(F)F)n3n2)CC1,8.0%
COc1cccc(-c2n(C)c3ccccc3[n+]2C)c1OC,1.0%
Clc1cccc(CNCc2ccc3c(c2)OCO3)c1,12.0%
CCCn1c(/N=C(\C)c2cc(Cl)ccc2O)nc2ccccc21,12.0%
O=C(NC1CCCCC1)C1CN(S(=O)(=O)c2ccccc2)CCN1S(=O)(=O)c1ccccc1 (stereo not given),12.0%
c1ccc(C2(Cn3ccc4ccccc43)OCCO2)cc1,9.0%
O=C(/C=C/c1ccccc1)NC(c1ccccc1)c1ccccc1,6.0%
O=C1C(=O)N(Cc2ccc3c(c2)OCO3)c2ccccc21,15.0%
COc1ccc(NCc2cccc(Br)c2)cc1,17.0%
CCOC(=O)C1=C(C)N=c2s/c(=C\c3ccc(C)cc3)c(=O)n2C1c1ccc(Cl)cc1 (stereo not given),11.0%
COc1ccc(/C=N/NC(=O)CCNc2n[nH]c(=O)[nH]c2=O)c(OC)c1,7.0%
COc1ccc(OCC(=O)Nc2ccc3oc(-c4ccncc4)nc3c2)cc1,14.0%
COc1ccc(N2C(=O)C(=O)/C(=C(\O)c3ccc(Cl)cc3)C2c2cccc([N+](=O)[O-])c2)cc1 (stereo not given),17.0%
CCCC(=O)c1c(Nc2ccccc2)cc(C)oc1=O,4.0%
COc1cc(CN2CCN(Cc3ccc4c(c3)OCO4)CC2)c([N+](=O)[O-])cc1OC,6.0%
Cc1cc(C)cc(OCC(=O)Nc2ccc(I)cc2Cl)c1,18.0%
CC(=O)c1ccc(NC(=O)C2CC=C(C)CC2C(=O)O)cc1 (stereo not given),2.0%
O=C(NN=C1CCc2ccccc21)c1cccnc1,7.0%
COc1ccc(C(=O)Nc2ccc(Cc3ccc(NC(=O)c4ccc(OC)cc4)cc3)cc2)cc1,52.0%*
CCc1nn2c(N)c(C=C3C=C(Cl)C(=O)C(Cl)=C3)c(=O)nc2s1,9.0%
O=C1/C(=C/c2ccccc2[N+](=O)[O-])SC(=S)N1Cc1ccco1,8.0%
COc1ccccc1NC(=O)c1cc(Cl)c(OC)c(Cl)c1,11.0%
COc1ccc(OC)c(C(=O)c2ccc(C(=O)c3cc(OC)ccc3OC)cc2)c1,7.0%
Cc1ccc(OCC(=O)Nc2ccc(O)cc2)cc1C,0.0%
COc1ccc(C=Nn2c(-c3ccc(Cl)cc3)n[nH]c2=S)cc1OCc1ccccc1,7.0%
CC(C)=N/N=C(\c1cccc([N+](=O)[O-])c1)C12CN3CN(CN(C3)C1)C2,0.0%
c1ccc2c(c1)nc(N1CCOCC1)c1nncn12,0.0%
CCOC(=O)c1c(NC(=O)c2ccc(F)cc2)sc(C(=O)Nc2ccc(C)c(Cl)c2)c1C,22.0%
CC(NC(=O)c1ccc(Br)o1)c1ccccc1 (stereo not given),4.0%
COCCNCCOc1ccc(Br)cc1,5.0%
O=C1c2ccc(-c3nc4ccccc4c(=O)o3)cc2C(=O)N1c1ccc(I)cc1,11.0%
COc1cc2c(cc1OC)C(c1ccccc1)NC(C)(C)C2 (stereo not given),3.0%
O=C(COC(=O)c1cccc(C(=O)OCC(=O)c2ccc(Br)cc2)n1)c1ccc(Br)cc1,10.0%
CCCN(CCC)CN1C(=O)S/C(=C/c2ccc(SC)cc2)C1=O,12.0%
CCCCOC(=O)C1=C(C)NC2=C(C(=O)CCC2)C1c1ccc(Cl)cc1Cl (stereo not given),6.0%
NC(=O)NC(c1ccccc1)c1ccc(Br)cc1 (stereo not given),5.0%
Cc1nc2cc(NCc3ccc(N(C)C)cc3)ccc2n1Cc1ccccc1,11.0%
C#CCSc1nc2sc3c(c2c(=O)n1CC=C)CCC3,23.0%
O=[N+]([O-])c1ccccc1S(=O)(=O)Nc1ccc(OCc2ccccc2)cc1,9.0%
CCN1C(=O)/C(=C\c2cc(Br)cc([N+](=O)[O-])c2O)SC1=S,6.0%
CC(=O)c1cccc(NC(=O)COc2ccccc2C(C)(C)C)c1,3.0%
O=C(N/C(=C/c1ccc(-c2cccc([N+](=O)[O-])c2)o1)C(=O)N1CCCCC1)c1ccccc1,6.0%

# Among those listed so far, 18 have four or more nitrogen atoms.
SMILES,RNase H inhibition
O=C(Nc1ccc(Cl)c(Cl)c1)Nc1nnc(Cc2ccc(F)cc2)s1,27.0%
NNc1nccc(Nc2ccccc2C(=O)O)n1,6.0%
CCC(=O)N1c2ccccc2-c2nnc(SC)nc2OC1c1ccc2c(c1)OCO2 (stereo not given),2.0%
CC(=Nc1cc(C)ccc1O)c1c(-c2ccccc2)[nH]n(-c2nc3ccccc3s2)c1=O,14.0%
C/C(=N\Nc1nc(-c2ccc(C)cc2)nc2ccccc12)c1ccc(Cl)c(Cl)c1,11.0%
CC1=C(C(=O)Nc2ccc(Cl)cc2)C(c2ccc(N(C)C)cc2)NC(=O)N1 (stereo not given),11.0%
CC1=C(C(=O)Nc2cccc(Cl)c2)C(c2ccc(N(C)C)cc2)NC(=S)N1 (stereo not given),16.0%
O=C(CC1S/C(=N\N=C\c2ccco2)NC1=O)Nc1cccc(Cl)c1Cl (stereo not given),0.0%
COc1ccc(-n2c(=O)c3c(n4c(=S)[nH]nc24)-c2ccccc2CC32CCCCC2)cc1,18.0%
CCN(CC)c1ccc(C2Nc3ccc(Br)cc3-c3nnc(SC)nc3O2)cc1 (stereo not given),11.0%
CCN(CC)c1ccc(N/C(N)=N/c2nc(C(F)(F)F)cc(=O)[nH]2)cc1,7.0%
CC1CCN(C(=O)c2cc3nc(-c4ccccc4)cc(C(F)(F)F)n3n2)CC1,8.0%
COc1ccc(/C=N/NC(=O)CCNc2n[nH]c(=O)[nH]c2=O)c(OC)c1,7.0%
CCc1nn2c(N)c(C=C3C=C(Cl)C(=O)C(Cl)=C3)c(=O)nc2s1,9.0%
COc1ccc(C=Nn2c(-c3ccc(Cl)cc3)n[nH]c2=S)cc1OCc1ccccc1,7.0%
CC(C)=N/N=C(\c1cccc([N+](=O)[O-])c1)C12CN3CN(CN(C3)C1)C2,0.0%
c1ccc2c(c1)nc(N1CCOCC1)c1nncn12,0.0%
Cc1nc2cc(NCc3ccc(N(C)C)cc3)ccc2n1Cc1ccccc1,11.0%

# Assay outcomes deposited in PubChem by MTDP.
